# Screens from PubChem.
# SW480 rerep = DNA re-replication induction in SW480 cells. Potency, µM (doses to about 46.1 µM), for inactives: at the top dose re-replication activation, most hits filed as activators. SW480 DNA re-replication, Hoechst DNA content imaging, 48 h. AID 624297. 340,000 compounds, 1.8% hits; further: potency means the concentration at half of the fitted maximal effect; % of control where 0% means no effect; nearly all actives have a fitted effect of over 55% in size
#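 Cells (250 per well) received 23 nL compound or DMSO by pin tool and were kept 48 hr at 37 C, 5% CO2. Nuclei were then stained with Hoechst for 40 min and scanned for DNA content.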
# IL1B secr inh = inhibitors of inflammasome signaling (IL-1 beta secretion) | THP-1 LPS/ATP IL-1B secretion, AlphaLISA, 16 h; stronger effect = lower value | activity change, % at 57.5 µM | 360,000 compounds, 4.7% hits; in the data active means activity change below about -50%; inconclusive means mostly about -30% to -49%; further: on the % scale 0 is the no-effect control and ±100 the full control effect
#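 THP-1 cells pretreated 1 hr with compounds (up to 57.5 uM final), then stimulated with LPS (250 ng/mL final) plus ATP (1.25 mM final); secreted IL-1B measured by AlphaLISA after 16 hr, decreased signal indicating inhibition.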
# HT1080 IDH1KD tx = toxicity to HT-1080 IDH1 knockdown cells (counter line); HT-1080 IDH1 knockdown viability, ATP luminescence, 48 h; Potency, µM (titrated, usually from 46.1 µM), without a hit: at the highest dose activity, negative = toxicity, actives largely listed as cytotoxic; 360,000 compounds, 2% hits;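 further: potency means the concentration at half of the fitted maximal effect; 0% = DMSO wells and -100% = cell-free medium wells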
#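 Luminescent ATP read-out (CellTiter-Glo, 10 min at room temperature) after 48 h compound exposure at 37 °C gave viability of IDH1-knockdown HT-1080 cells. Activity was normalised to DMSO and cell-free wells, then fitted as concentration-response curves.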
# ATXN viability = reduces viability in counter-screen for ATXN expression inhibitors; S2 cells (HEK-293 line with an ATXN2-luciferase reporter) viability, CellTiter-Fluor protease fluorescence, 24 h; 400,000 compounds, 0.49% hits; Potency, µM (doses to about 56.7 µM), usual class: cytotoxic; further: potency means the concentration at half of the fitted maximal effect; nearly all actives have a fitted effect of over 40% in size
# HepG2 viability = HepG2 cytotoxicity, counter-screen for TGF-b inhibitors; HepG2 CAGA-GFP viability, ATP luminescence, 18 h; Potency, µM (titrated, usually from 46.1 µM), for the others: top-dose activity change, negative = cytotoxicity, hits mostly cytotoxic; 410,000 compounds, 0.76% hits; AID 588856; further: potency means the concentration at half of the fitted maximal effect; some results filed as inactive show a strong effect at the top dose
#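 CellTiter-Glo luminescence gave cytotoxicity after 18 hours at 37 degrees C. The cells were HepG2 CAGA-GFP in 1% FBS DMEM, stimulated with 500 pg/mL TGF-beta after compound addition. %Activity was normalised to no-cell wells (complete cell-killing) and DMSO (no toxicity), and curves were fitted and classified.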
# KB-3-1 tox = kills parental KB-3-1 adenocarcinoma cells. Potency, µM (top dose mostly 46.1 µM), for the others: at the top dose activity change, negative = cytotoxic, actives largely listed as cytotoxic. 400,000 compounds, 1.4% hits. KB-3-1 viability, CellTiter-Glo ATP luminescence, 72 h; further: potency means the concentration at half of the fitted maximal effect; on the % scale 0 is the no-effect control and ±100 the full control effect; nearly all actives have a fitted effect of over 60% in size
#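 Parental KB-3-1 adenocarcinoma cells in phenol-red-free DMEM with 10% FBS were pin-treated with compounds at several concentrations, incubated 72 h at 37 °C, and viability read by CellTiter-Glo luminescence; concentration-effect curves were fitted after normalization.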
# MCF10A rerep = induces DNA re-replication in MCF 10a normal breast cells | AID 624296 | MCF 10A DNA re-replication, Hoechst nuclear intensity, 48 h | Potency, µM (doses to about 46.1 µM), inactives show top-dose activity, positive = re-replication, most hits filed as activators | 350,000 compounds, 2.9% hits; further: potency means the concentration at half of the fitted maximal effect; % of control where 0% means no effect; nearly all actives have a fitted effect of over 50% in size
# ATXN2 expr inh = reduces ATXN2 reporter expression in HEK-293 cells; HEK-293 ATXN2-luciferase reporter, luminescence, 24 h; Potency, µM (highest dose often 57 µM), for the others: at the highest dose activity change, negative = inhibition, hits mostly inhibitors; 360,000 compounds, 0.72% hits; further: potency means the concentration at half of the fitted maximal effect; on the % scale 0 is the no-effect control and ±100 the full control effect; nearly all actives have a fitted effect of over 55% in size
#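 qHTS (up to 57 uM final) was run with 24 h compound exposure of reporter cells at 37 °C. Each well was multiplexed: SteadyGlo luminescence measured ATXN2-luciferase expression after a fluorogenic Gly-Phe-AFC viability readout (25 uM final).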
# HT1080-NT tox = kills 2HG-producing HT-1080-NT fibrosarcoma cells; HT-1080-NT fibrosarcoma viability, CellTiter-Glo ATP luminescence, 48 h; Potency, µM (series often up to 46.1 µM), for inactives: at the top dose activity, negative = less viability, hits mostly cytotoxic; 360,000 compounds, 1.6% hits; AID 686970;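 further: NT is the 2HG producing partner of a matched IDH1 knockdown line; potency means the concentration at half of the fitted maximal effect; 0% = DMSO-treated cells and -100% = media-only wells without cells; nearly all actives have a fitted effect of over 55% in size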
#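 Viability by CellTiter-Glo luminescence after 48 h compound exposure at 37C of HT-1080-NT cells (750/well, RPMI, 5% FBS). % activity scaled between DMSO wells and medium-only wells, then curve-fitted and categorized by curve class.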
# Numbers without * were called inactive; i = inactive; u = inconclusive; x = not tested or not shown; & = joins results of further samples; [ ] = remark or other dose. Unless noted, the call rests on the fitted dose curve; in most records, active means well fitted curve in the direction sought with a large enough effect; inconclusive means small, poorly fitted or top-dose-only effect, or another doubt; inactive means no such curve, though single readings can be large; an effect the other way counts as inactive or inconclusive. Hits appear at their usual frequency; overall some 8.9% were active at least once.
SMILES,SW480 rerep,IL1B secr inh,HT1080 IDH1KD tx,ATXN viability,HepG2 viability,KB-3-1 tox,MCF10A rerep,ATXN2 expr inh,HT1080-NT tox
COc1ccc(N2CCN(C(=O)c3cccc(NC(=O)c4ccco4)c3)CC2)cc1,-18%,i,-8%,i,0%,-1%,-10%,-9%,-4%
NC(=O)C1CCN(C(=O)c2cc(Cl)c3c(c2)OCCO3)CC1,-8%,-7,-3%,i,5%,-2%,0%,-4%,-6%
O=C(CNC(=O)c1cccs1)Nc1cccc(S(=O)(=O)N2CCOCC2)c1,12%,0,0%,i,-14%,0%,2%,4%,-3%
Cc1ccc(-n2ncc3c(=O)n(-c4cccc(C)c4)c(=O)[nH]c32)cc1,x,15,-1%,i,-5%,0%,x,x,-5%
CCCC[n+]1ccn(C2=C([O-])c3ccccc3C(=O)/C2=N\S(=O)(=O)c2ccccc2)c1,u,38,16µM*,u,11µM*,u,u,u,11µM*
CCOC(=O)C1=C(N2CCCCC2)c2cc3c(n2C1=O)CCCC3,-3%,0,-6%,i,-19%,-6%,0%,2%,-2%
O=C(O)/C=C/c1ccc(S(=O)(=O)Nc2ccc(OCc3ccccc3)cc2)cc1,-13%,27,-2%,i,6%,-10%,-4%,x,-23%
Cc1ccc(-n2ncc3c2ncn2c(C)nnc32)cc1C,0%,-3,1%,i,7%,-14%,-6%,31%[activator],-2%
CCc1n(CC(O)COC2CCCCC2)c2ccccc2[n+]1C (stereo unspecified),-9%,7,-1%,i,-9%,0%,-7%,-2%[11.3 µM],16%
CCOC(=O)[C@@H]1[C@H]2COc3cc(OC)ccc3[C@@H]2N2C(=O)N(c3ccc(Cl)cc3)C(=O)[C@@]12C,u,-16,1%,i,-4%,11%,5%,6%,-1%
O=C(NC(=S)Nc1ccccc1O)c1cncc(Br)c1,u,18,u,i,-35%,u,14%,4%,u
CC(=O)c1cccc(-n2nnnc2SCC(=O)NNC(=O)C(C)C)c1,1%,12,5%,u,-12%,1%,22%,x,6%
CC(Sc1nnc(-c2ccco2)n1C)C(=O)N(C)C1CCCCC1 (stereo unspecified),-1%,-9,3%,i,-1%,-7%,-1%,-5%,3%
COc1ccc(-c2cnnc(N/N=C/c3ccc(O)c(OC)c3)n2)cc1,16µM*,-27,5.2µM*,i,-42%,4.1µM*,15µM*,3%,u
CC(=O)N1CCc2c(sc3c2c(=O)n(CCc2ccccc2)c(=O)n3Cc2cccc(C)c2)C1,x,x,x,i,-21%,2%,x,-3%,x
CCOc1ccc2c(c1)cc(CN(C(=O)CC)C1CCCCC1)c1nnnn12,-2%,16,-4%,i,-35%,-6%,13%,-1%,-6%
CCCn1c(N)c(N(CCOC)C(=O)c2ccc(Cl)c([N+](=O)[O-])c2)c(=O)[nH]c1=O,-3%,-6,1%,i,-7%,5%,u,-6%,1%
Cc1ccc(C(=O)CCC(=O)OCC(=O)NNC(=O)c2ccccc2Cl)cc1,-29%,-6,13%,u,-4%,8%,-1%,4%,10%
CCC(C)(C)NC(=O)C(c1ccc(C)cc1)N(CC1CCCO1)C(=O)c1csnn1 (stereo unspecified),-4%,-13,8%,i,-6%,-9%,0%,1%,-1%
Cc1ccccc1C(=O)Nc1ccccc1NC(=O)c1ccccc1Br,-1%,-5,-9%,i,-17%,-1%,-6%,-14%,14%
O=C(Nc1ccc(S(=O)(=O)NCC2CCCO2)cc1)c1cnccn1 (stereo unspecified),-19%,9,0%,i,0%,-6%,-1%,-14%,19%
COc1ccc(NC(=O)C(C)Sc2ccccc2)cc1 (stereo unspecified),-1%,-6,19%,i,0%,0%,-1%,23%,9%
Cc1nc(C)c(Oc2cccc(C(F)(F)F)c2)c(=O)[nH]1,-96%,9,13%,i,2%,6%,11%,-5%,-1%
COc1ccc(-c2nonc2NC(=O)c2oc3ccc(F)cc3c2C)cc1OC,-3%,53,-1%,i,22%,u,5%,5%,1%
CC1=C(C(N)=O)S(=O)(=O)c2ccccc21,-4%,4,7%,i,8%,4%,-2%,x,8%
O=C(NNC(=S)Nc1ccccc1)c1ccccc1[N+](=O)[O-],3%,-73*,12%,i,2%,-2%,-3%,35%[11.3 µM],16%
CC(C)C(=O)N(Cc1ccc2c(c1)OCO2)Cc1ccccn1,6%,6,-3%,i,-13%,0%,-1%,-1%,5%
Cc1c(C(=O)OCC(=O)NCc2ccco2)cccc1[N+](=O)[O-],-7%,7,4%,i,6%,x,-2%,3%,25%
CCN1CCN(CC(O)COc2ccc(C)c(C)c2)CC1 (stereo unspecified),6%&-1%,4&7,-6%&0%,i,5%&-20%,-14%&1%,u,-10%&-1%,0%&-2%
CC1(C)C([N+](=O)[O-])C(c2ccccc2O)NC(c2ccccc2O)C1[N+](=O)[O-] (stereo unspecified),-6%,-6,-9%,i,0%,-3%,-4%[9.22 µM],3%,-19%

# With a hit mark in IL1B secr inh, among the entries above:
SMILES	SW480 rerep	IL1B secr inh
O=C(NNC(=S)Nc1ccccc1)c1ccccc1[N+](=O)[O-]	3%	-73*

# The main list resumes, starting 4 compounds before the break.
SMILES,SW480 rerep,IL1B secr inh,HT1080 IDH1KD tx,ATXN viability,HepG2 viability,KB-3-1 tox,MCF10A rerep,ATXN2 expr inh,HT1080-NT tox
CC(C)C(=O)N(Cc1ccc2c(c1)OCO2)Cc1ccccn1,6%,6,-3%,i,-13%,0%,-1%,-1%,5%
Cc1c(C(=O)OCC(=O)NCc2ccco2)cccc1[N+](=O)[O-],-7%,7,4%,i,6%,x,-2%,3%,25%
CCN1CCN(CC(O)COc2ccc(C)c(C)c2)CC1 (stereo unspecified),6%&-1%,4&7,-6%&0%,i,5%&-20%,-14%&1%,u,-10%&-1%,0%&-2%
CC1(C)C([N+](=O)[O-])C(c2ccccc2O)NC(c2ccccc2O)C1[N+](=O)[O-] (stereo unspecified),-6%,-6,-9%,i,0%,-3%,-4%[9.22 µM],3%,-19%
CCC(CC(C)(C)O)C(=O)NNC(=S)Nc1ccccc1 (stereo unspecified),-6%,10,22%,i,-13%,0%,-2%,-19%,u
CC(C)Oc1ccc(C2c3c(oc4ccccc4c3=O)C(=O)N2CCCN2CCOCC2)cc1 (stereo unspecified),11%,0,-3%,u,-11%,-2%,u,27%,6%
CCC(C(=O)Nc1cccc(C(=O)O)c1C)c1ccccc1 (stereo unspecified),-2%,16,6%,i,-18%,16%,-1%,-21%,5%
COc1ccc(NC(=O)C2CCN(S(=O)(=O)c3ccc4[nH]c(=O)ccc4c3)CC2)c(OC)c1,x,x,x,i,-4%,15%,x,17%,x
CNCCCOc1ccc(C)cc1Br,-7%,-25,-10%,i,-8%,-19%,-1%,-13%,-11%
CC(C)CC(c1nnnn1Cc1ccc(F)cc1)N1CCC(C(N)=O)CC1 (stereo unspecified),-8%,0,0%,i,-6%,-7%,-6%,-9%,8%
O=C(Cc1cccc(NC(=O)C2CCCN(C(=O)C3CC3)C2)c1)Nc1cccc(C(=O)N2CCCCC2)c1 (stereo unspecified),8%,4,8%,i,-5%,3%,u,3%,0%
Cc1ccccc1NC(=O)Nc1nnc(Cc2ccc([N+](=O)[O-])cc2)s1,13%,-14,-22%,x,2%,7%,6%,u,0%
CCN(CC)CCNC(=O)c1ccc(NC(=O)C2CC(=O)N(CCc3ccc(OC)c(OC)c3)C2)cc1 (stereo unspecified),-9%,45,9%,i,-4%,20%,0%,12%,3%
Cc1ccc(C(=O)N/C(=C/c2cccc([N+](=O)[O-])c2)C(=O)NCC2CCCO2)cc1 (stereo unspecified),-7%,11,2%,i,7%,-19%,0%,-10%,11%
C[C@H](CO)N1C[C@H](C)[C@@H](CN(C)C(=O)Nc2ccccc2F)OCc2cnnn2CCCC1=O,x,14,-1%,i,-22%,10%,x,13%,9%
COc1ccc(OC(=O)NCCc2ccccc2)cc1,-4%,14,13%,i,-24%,17%,9%,56%[activator],-8%
[O-][N+]1=C2CCC/C(=N\O)C2=NC12CCCCC2,0%,6,u,i,-1%,2%,1%,0%,6%
